Assay outcomes: PubChem, Broad Institute
PAX8 inh HTS – inhibitors of PAX8-driven TPO luciferase reporter, primary screen, RMG-I cells, single concentration | SteadyGlo, 24 h | inhibition, % at 12.6 µM | 1.2% of 360,000 active;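 active = mean replicate inhibition at least 60% with every replicate also reaching 60%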;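 note: luciferase light reporting Pax8 driven TPO promoter activity; plate controls were median of neutral control wells for no effect and mitoxantrone controls for full effect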
Cneo AK release – Cryptococcus neoformans cell lysis inducers, primary screen, AK release luminescence, single concentration | C. neoformans lysis, adenylate kinase release luminescence, 4 h; normalised: neutral wells 0, clomiphene wells 100 | lysis activity, % at 15 µM | 0.2% of 360,000 active;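 active = mean lysis activity across replicates of at least 80%, whatever share of replicates individually reach that level; inactive = mean lysis activity below 80%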
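Test system: log-phase Cryptococcus neoformans yeast cells. Input: 5 × 10^6 yeast cells/mL. Medium: fresh YPD growth medium. Doses: single dose. Incubation: static 4 h at 37 °C with compound, 1 h detection. Measured by: luminescent adenylate kinase detection reagent. Read-out: signal increase indicating cell lysis. Benchmarks: Clomiphene.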
PglD DTNB – C. jejuni PglD acetyltransferase inhibitors, primary screen, biochemical, DTNB colorimetric, single point; UDP-N-acetylbacillosamine N-acetyltransferase PglD (Campylobacter jejuni); purified PglD enzyme, DTNB colorimetric CoA detection; inhibition, % at 12.5 µM; 0.098% of 360,000 active; in the data active = inhibition above about 16%, passing the limit was not always enough; note: strong numbers were not always called active
ARNT TACC3 PPI – disruptors of ARNT/TACC3 protein interaction, primary screen, biochemical, AlphaScreen, single concentration; inhibition, % at 9.99 µM; 0.66% of 390,000 active; AID 623870, 2012; Transforming acidic coiled-coil-containing protein 3 (Homo sapiens), Q9Y6A5; AlphaScreen His-ARNT PAS-B/GST-TACC3 binding, luminescence; TACC3 fragment carries E629A point mutation;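 active = mean inhibition of replicates at least 50% and at least half of replicates each reaching 50%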;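 note: 0% = complete ARNT plus TACC3 wells and 100% = ARNT alone without TACC3; many hits fall short of the cut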
LGR2 inh – inhibitors of bursicon-induced LGR2 CRE-luciferase signal, primary screen, cell-based, HEK293, CRE-luciferase reporter, bursicon stimulation; Drosophila bursicon receptor LGR2 (rickets); bursicon-stimulated, 4 h; inhibition, % at 9.99 µM; 0.35% of 380,000 active;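 active = drop in luminescence signal, shown as inhibition above about 50% in the replicate tests, limit read from the data, passing the limit was not always enough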;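 note: agonist challenge used bursicon conditioned medium at about half maximal strength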
INS-1E GSIS act – GLuc luminescence reporter in INS-1E cells, primary screen for activators of glucose-dependent secretion of insulin. 0.61% of 370,000 active. activation, % at 16.6 µM. INS-1E GLuc reporter insulin secretion, 2-3 h;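 active = lowest replicate activation of at least 40%, so every replicate reaches that level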;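 note: 0% = median of neutral control wells and 100% = median of IBMX positive control wells; some compounds called inactive have numbers as strong as hits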
PGC1a acetyl inh – inhibitors of PGC1a acetylation signal, primary screen, cell-based, U2OS, AlphaScreen, inhibitor mode; AlphaScreen anti-acetyl-lysine; with virally co-expressed GCN5 acetyltransferase; inhibition, % at 15.6 µM; 0.17% of 350,000 active;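 active = every replicate shows inhibition of at least 40%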;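 note: 0% = neutral control wells and 100% = positive control wells; some results beyond the cut were filed as inactive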
C2C12 statin – suppressors of statin myotoxicity in C2C12 myotubes, primary screen, cell-based, single point, plate reader; C2C12 myotubes + simvastatin, ATP luminescence, 48 h; scaled: DMSO 0, geranylgeraniol control 100; rescue of ATP level, % at 7.49 µM; 0.78% of 330,000 active;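 active = mean ATP rescue above about 67%, or every replicate alone reaching that limit, limit read from the data, passing the limit was not always enough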;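 note: myotubes were challenged with 10 µM simvastatin during compound exposure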
* hit, by the source's call; . = no result given. This is a random part of the collection. Share with any hit: about 2.9%.

SMILES | PAX8 inh HTS | Cneo AK release | PglD DTNB | ARNT TACC3 PPI | LGR2 inh | INS-1E GSIS act | PGC1a acetyl inh | C2C12 statin
O=C(Nc1ccccc1C(=O)Nc1ccccn1)c1ccc([N+](=O)[O-])cc1 | 10 | . | . | -5 | -6 | -1 | 5 | .
Cc1cc(C)cc(NC(=O)c2ccc([N+](=O)[O-])o2)c1 | 75* | . | . | -1 | 15 | 1 | -247 | .
COC(=O)c1ccccc1-n1c(CCC(=O)O)ccc1-c1ccc(F)cc1 | -9 | -1 | 9 | 15 | 2 | 4 | -13 | -1
C=CCN(C(=O)CCC(=O)Nc1cc(C)on1)C(C(=O)NC1CCCC1)c1ccc(C)cc1 (configuration not stated) | 11 | 0 | -1 | -3 | 12 | 8 | -12 | 0
CC1CCCCN1CCCNC(=O)c1nn(C)c2c1CS(=O)(=O)c1ccccc1-2 (configuration not stated) | -19 | 1 | 4 | -34 | -1 | -1 | 10 | -9
CCC(C(=O)Nc1ncc(C)s1)c1ccccc1 (configuration not stated) | -1 | . | . | -4 | -12 | -11 | -7 | .
Cn1c(SCC(=O)NC2CCCC2)nnc1-c1ccc(S(=O)(=O)N2CCOCC2)cc1 | . | 0 | 4 | -6 | . | . | . | 0
O=C1c2ccccc2CC1Sc1nnc(-c2ccncc2)o1 (configuration not stated) | . | -1 | -1 | 0 | . | . | -4 | 6
COc1cccc(N(CC(=O)N2CCCC2)S(C)(=O)=O)c1 | 12 | -1 | 3 | -4 | 8 | 10 | 0 | 5
CC(C)CC#Cc1ccc([C@H]2[C@@H](CO)N3CCCCN(C(=O)c4ccc5c(c4)OCO5)C[C@H]23)cc1 | 39 | 0 | 0 | 19 | 24 | -26 | -5 | .
COc1ccc(NC(=S)c2ccccc2)cc1 | -161 | -1 | 5 | -1 | -48 | 0 | 1 | -13
Cc1cccc(NC(=O)CCC2CCN(C(=O)c3ccc(C)s3)CC2)c1 | -26 | . | . | 22 | 11 | 7 | . | .

Full records from above. Screens in order: PAX8 inh HTS | Cneo AK release | PglD DTNB | ARNT TACC3 PPI | LGR2 inh | INS-1E GSIS act | PGC1a acetyl inh | C2C12 statin
C=CCN(C(=O)CCC(=O)Nc1cc(C)on1)C(C(=O)NC1CCCC1)c1ccc(C)cc1 (configuration not stated) reads 11 | 0 | -1 | -3 | 12 | 8 | -12 | 0
COc1ccc(NC(=S)c2ccccc2)cc1 reads -161 | -1 | 5 | -1 | -48 | 0 | 1 | -13

Additional results follow.
SMILES | PAX8 inh HTS | Cneo AK release | PglD DTNB | ARNT TACC3 PPI | LGR2 inh | INS-1E GSIS act | PGC1a acetyl inh | C2C12 statin
O=C(c1cccc2ccccc12)N1CCN(CC2CC=CCC2)CC1 (configuration not stated) | . | 0 | -2 | 0 | -14 | 4 | 11 | 2
O=C(N[C@@H]1CC[C@@H](CCNS(=O)(=O)c2ccc(F)cc2)O[C@H]1CO)C1CC1 | -3 | -5 | -1 | -1 | 2 | 1 | 0 | -5
CC1(C)Cc2c(cnn2-c2ccccc2)C(NC(=O)CCN2CCCC2=O)C1 (configuration not stated) | -4 | 2 | 0 | -1 | 27 | 41* | . | 9
CCCOc1ccc(-c2c(C(=O)N/N=C/c3ccc(C)o3)nnn2-c2nonc2N)cc1 | 4 | 0 | -5 | -6 | -1 | -7 | 3 | -3
O=C(C=P(c1ccccc1)(c1ccccc1)c1ccccc1)c1ccccc1-c1ccccc1C(=O)C=P(c1ccccc1)(c1ccccc1)c1ccccc1 | 114* | . | . | 16 | 25 | -13 | . | .
O=C(COc1ccc(Cl)cc1)NCCNC(=O)c1cnccn1 | -15 | . | . | -1 | -5 | 2 | -3 | 0
COCC1CCCN(C(=O)c2ccc3nc(Cc4cccc(Cl)c4)oc3c2)C1 (configuration not stated) | . | 0 | -2 | 1 | -42 | . | . | 22
CCn1c(/C=C/c2cccc([N+](=O)[O-])c2)nc2ccccc2c1=O | 24 | -1 | -6 | -3 | . | . | -7 | 3
COc1cc2[nH]c(=O)n(CCC(=O)N3CCC(N4CCCCC4)CC3)c(=O)c2cc1OC | -6 | -4 | -3 | -2 | . | 25 | 5 | 12
C[C@H](CO)N1C[C@H](C)[C@H](CN(C)Cc2ccccc2)Oc2ccc(NS(=O)(=O)c3ccc(Cl)cc3)cc2CC1=O | 15 | -5 | -1 | 1 | -11 | -16 | . | 23
O=C(Nc1ccc(F)cc1)N[C@H]1CC[C@@H](CCn2cc(C3(O)CCCC3)nn2)O[C@H]1CO | 4 | 1 | 3 | 1 | 3 | 3 | -4 | 1
COCCn1c(SCC(=O)Nc2ccc(F)cc2)nc2c([nH]c3ccccc32)c1=O | 22 | -1 | -1 | -6 | -2 | 7 | -2 | .
C[C@H]1CN([C@@H](C)CO)C(=O)c2cccc(NC(=O)C3CCCCC3)c2O[C@H]1CN(C)Cc1ccc(C(=O)Nc2ccccc2N)cc1 | 11 | 2 | 0 | 17 | -4 | 9 | -173 | 3
O=C(O)c1ccccc1-c1ccccc1C(=O)Nc1cccc(-c2nc3ccccc3o2)c1 | -20 | -6 | 5 | . | -21 | -11 | 5 | 29
CC(C)n1cnc2c(N(C)c3ccccc3)nc(N(CCN(C)C)Cc3ccccc3)nc21 | 4 | -1 | 3 | 13 | 13 | 8 | -4 | -31
CC(C)(C)n1nc2c(c1NC(=O)c1ccc([N+](=O)[O-])cc1)CS(=O)(=O)C2 | 2 | 0 | 3 | -2 | 2 | 3 | 4 | -2
CC(=O)c1ccc(NC(=S)NCC(c2ccco2)N2CCCC2)cc1 (configuration not stated) | -4 | -3 | 0 | -7 | -4 | 8 | . | .
CCN(CC(=O)Nc1c(F)cccc1F)C(=O)CNC(=O)COc1ccccc1 | 5 | -2 | -8 | . | 1 | 1 | 7 | 6
Cc1ccc(NC(=O)CCN2C(=O)c3ccccc3C2=O)cc1 | -9 | 3 | -4 | -11 | 8 | 1 | 10 | 5
O=C(CSC1=NS(=O)(=O)c2cc(F)ccc2N1)Nc1ccc(F)cc1 | 9 | 0 | -1 | -8 | -5 | -7 | 7 | 2
COC(=O)c1cc(S(=O)(=O)NCCN2CCN(c3ccccc3F)CC2)c[nH]1 | 2 | 0 | 5 | 6 | -3 | -6 | -14 | 18
CCCCCCn1c(=O)[nH]c2c(c1=O)CCC2 | -2 | -1 | 3 | -3 | . | . | . | 0
C[C@@H]1CN([C@@H](C)CO)S(=O)(=O)c2ccc(-c3ccc(F)cc3)cc2O[C@@H]1CN(C)C(=O)C1CC1 | . | . | . | . | 2 | -13 | -10 | 3
O=C(NCc1cccnc1)c1cnc2n(c1=O)CCS2 | . | 2 | -6 | 11 | . | . | 11 | 0
COc1ccc(NC(=O)N(C)C[C@H]2OCCCC[C@H](C)Oc3ccc(NC(=O)Nc4ccc(F)cc4)cc3C(=O)N([C@@H](C)CO)C[C@@H]2C)cc1 | -1 | 1 | -2 | 13 | 23 | 6 | 9 | .
Cn1c(=O)c(C(=O)Nc2ccccc2S(N)(=O)=O)c(O)c2ccccc21 | -27 | 2 | 3 | 1 | -23 | -26 | 0 | 8
CC(C)NC(=O)NCC[C@@H]1CC[C@@H](NC(=O)CCN2CCCCC2)[C@@H](CO)O1 | . | . | . | . | 10 | -5 | 3 | -4
O=C1CC(c2ccc(Cl)c([N+](=O)[O-])c2)c2ccc3ccccc3c2N1 (configuration not stated) | . | 0 | -3 | 2 | 15 | -31 | . | .
Cn1c(N)c(C(=O)COC(=O)c2ccc(-c3ccccc3)cc2)c(=O)n(C)c1=O | 0 | -1 | 4 | 2 | -1 | -30 | -3 | -22
COc1cccc(N=Nc2c(N)[nH][nH]c2=O)c1 | -90 | . | . | 0 | -2 | 3 | . | .
N#CC1=C(N)N2C(=C(C#N)C1c1cccc(Br)c1)Nc1ccccc12 (configuration not stated) | -8 | . | . | -3 | 26 | -7 | 0 | .
O=c1[nH]c2ccccc2s1 | . | 0 | 1 | -3 | 13 | -9 | 11 | -8
Cc1cc(S(=O)(=O)N2CCCCC2CCNC(=O)C(=O)NC2CC2)ccc1F (configuration not stated) | 8 | 3 | -1 | -3 | -4 | -2 | -4 | -4
COc1ccc(C2C(C(=O)c3ccco3)=C(O)C(=O)N2CCCn2ccnc2)c(OC)c1 (configuration not stated) | -16 | 3 | 1 | 3 | -2 | 0 | . | -4
Cc1ccc(CN(C)CC(=O)Nc2ccccc2C(=O)NC2CC2)o1 | 0 | -1 | 6 | 1 | 4 | 4 | -2 | -1
O=C(NC1CCCC1)N1CCCCN2[C@H](CO)[C@H](c3ccc(/C=C/c4ccccc4)cc3)[C@@H]2C1 | -23 | 9 | -3 | 4 | 11 | -3 | -2 | 11
CC(C)CNC(=O)C(=O)NCC1CCCN1S(=O)(=O)c1cccs1 (configuration not stated) | -2 | -3 | -2 | 0 | 10 | 10 | 17 | 0
CCCCCCC(=O)O | . | 0 | 2 | 0 | 10 | . | -9 | -14
CSc1ccccc1NC(=O)CN1CCN(S(=O)(=O)c2ccccc2[N+](=O)[O-])CC1 | 10 | 4 | 2 | 4 | 5 | -10 | 16 | -2
O=C1c2ccccc2NC(c2ccccc2F)N1NS(=O)(=O)c1ccccc1 (configuration not stated) | -20 | 0 | -4 | -8 | 7 | -13 | -17 | .
CO[C@@H]1CN(C)C(=O)c2ccc(NC(=O)CC(F)(F)F)cc2OC[C@H](C)N(C(=O)C2CC2)C[C@H]1C | -6 | . | . | . | 9 | 3 | -16 | .
Cc1ccc(NC(=O)COC(=O)c2ccc(Cl)cc2)cc1S(=O)(=O)N(C)C | 5 | . | . | -5 | -1 | -2 | . | .
CCc1nnc(NS(=O)(=O)c2ccc(NC(=O)CCC(=O)O)cc2)s1 | -14 | -2 | 4 | -1 | 7 | -5 | 14 | 3
COc1ccccc1N(CC(=O)NCc1ccco1)C(=O)CCC(=O)Nc1ccccn1 | -9 | 1 | -3 | 0 | 13 | -6 | . | -4
COc1ccc(NC(=O)c2ccc(-c3ccc(C(C)=O)cc3)o2)cn1 | -80 | 1 | -3 | 5 | -20 | 3 | 0 | -25
Cc1ccc(OCCn2c(=O)n(C)c3ccccc32)cc1 | -133 | . | . | 0 | -55 | -23 | 16 | 2
Nc1nc(N)c(N=Nc2ccc(Cl)cc2)c(=O)[nH]1 | -109 | 3 | 0 | -13 | -73 | -4 | . | .
Cc1ccc2c(c1)C(=O)C(=O)N2Cc1ccccc1 | 18 | 14 | 2 | -20 | -24 | -7 | . | 2
CCOc1cc(C)ccc1OCc1nnc(SCC(=O)Nc2cccc(C(=O)O)c2)n1-c1ccccc1 | 0 | 3 | -1 | 0 | -8 | . | -10 | 33
C[C@@H]1CN([C@@H](C)CO)C(=O)c2cccc(NS(C)(=O)=O)c2O[C@@H]1CN(C)Cc1ccc(-c2ccccc2)cc1 | -7 | 1 | 1 | . | 11 | -9 | -27 | 2

Molecules from the list above that contain a thiophene ring, fused or not (2):
SMILES | PAX8 inh HTS | Cneo AK release | PglD DTNB | ARNT TACC3 PPI | LGR2 inh | INS-1E GSIS act | PGC1a acetyl inh | C2C12 statin
Cc1cccc(NC(=O)CCC2CCN(C(=O)c3ccc(C)s3)CC2)c1 | -26 | . | . | 22 | 11 | 7 | . | .
CC(C)CNC(=O)C(=O)NCC1CCCN1S(=O)(=O)c1cccs1 (configuration not stated) | -2 | -3 | -2 | 0 | 10 | 10 | 17 | 0
